MITF inh: human MITF inhibition, primary screen; hit rate 0.91% among 650,000; AlphaScreen MITF homodimerization, bead proximity signal; inhibition, % at 2.6 µM; AID 1259374; O75030; in the data active = inhibition above about 50%;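 also: 0% = vehicle wells with protein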
FBW7 act: human FBW7 E3 ligase activation, primary screen. Q969H0. hit rate 0.13% among 650,000. AlphaScreen FBW7–phospho-cyclin E peptide binding, activator screen. normalized activity (activation), % at 26.1 µM; in the data active = normalized activity above about 1.9%;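 also: purified mutant Fbw7 with reduced substrate affinity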
Target sequence (Q969H0 whole entry, looked up): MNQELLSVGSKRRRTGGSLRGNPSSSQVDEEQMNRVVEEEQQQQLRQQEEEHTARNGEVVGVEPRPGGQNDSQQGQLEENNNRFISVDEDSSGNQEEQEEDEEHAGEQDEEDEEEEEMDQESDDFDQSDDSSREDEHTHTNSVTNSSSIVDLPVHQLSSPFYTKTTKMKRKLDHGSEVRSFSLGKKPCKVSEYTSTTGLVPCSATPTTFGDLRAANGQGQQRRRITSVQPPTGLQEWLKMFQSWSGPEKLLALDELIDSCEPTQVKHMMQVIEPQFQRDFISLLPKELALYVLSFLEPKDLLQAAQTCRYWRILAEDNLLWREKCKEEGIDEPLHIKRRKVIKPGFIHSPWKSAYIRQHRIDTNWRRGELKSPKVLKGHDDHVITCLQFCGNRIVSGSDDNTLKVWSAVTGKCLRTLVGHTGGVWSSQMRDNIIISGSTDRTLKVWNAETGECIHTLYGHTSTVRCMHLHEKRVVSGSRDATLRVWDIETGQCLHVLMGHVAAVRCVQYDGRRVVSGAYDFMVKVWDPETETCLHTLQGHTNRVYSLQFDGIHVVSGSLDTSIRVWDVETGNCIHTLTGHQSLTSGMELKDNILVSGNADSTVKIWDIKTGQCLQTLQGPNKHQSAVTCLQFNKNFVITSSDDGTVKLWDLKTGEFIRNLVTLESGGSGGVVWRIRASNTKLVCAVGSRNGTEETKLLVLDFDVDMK
GPR151 ag: human GPR151 activation | activation, % at 11.2 µM | Q8TDV0 | PathHunter beta-arrestin GPR151 cells, luminescence | hit rate 1% among 650,000; in the data active = activation above about 4.9%;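 also: 0% = median of compound wells and 100% = cells with positive control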
TEAD-YAP inh: TEAD-YAP interaction inhibition. HEK-TIYL cells, TEAD-Gal4/YAP UAS-luciferase luminescence. inhibition, % at 9.12 µM. hit rate 1.4% among 640,000. AID 1259422; in the data active = inhibition above about 32%;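 also: 0% = median of test compound wells and 100% = reference inhibitor wells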
Starred values were filed as active, the others as inactive.

Order of results – MITF inh	FBW7 act	GPR151 ag	TEAD-YAP inh
[1] CCCCNC(=O)C(C(=O)c1ccccc1)n1ccccc1=O (stereo not drawn)
    -2	0.0	0.3	-1
[2] O=C(CSc1ncnc2sccc12)N(Cc1ccccc1)C1CCS(=O)(=O)C1 (stereo not drawn)
    8	0.5	0.2	1
[3] COc1ccc(C)cc1NC(=O)CSc1nnc(COc2ccccc2C)n1C
    4	0.1	-1.1	4
[4] CCC(C)(C)NC(=O)CN(C(=O)c1snc(C(N)=O)c1N)c1ccc(C)cc1C
    -3	-0.1	0.6	-10
[5] CCN1CCN(CC(=O)NCc2ccc(F)cc2)C(=O)C1=O
    -4	-0.1	1.0	2
[6] Clc1ccccc1Cn1nnc2c(NCCN3CCOCC3)ncnc21
    -4	-0.1	0.5	7
[7] Cc1ccc(CNc2nc(CN3CCCCC3CCO)nc3ccccc23)cc1 (stereo not drawn)
    -6	-0.1	-0.6	-2
[8] Nc1nc2n(n1)C(c1ccco1)CC(c1ccc(Cl)c(Cl)c1)N2 (stereo not drawn)
    15	0.1	-1.2	5
[9] c1ccc(OCCNc2nc(-c3ccc4[nH]ccc4c3)nc3nc[nH]c23)cc1
    13	0.1	-1.6	-10
[10] O=C(NC1(Cc2ccc(Cl)cc2)N=C2C=CC=CN2C1=O)c1ccccc1Cl (stereo not drawn)
    5	-0.1	0.2	3
[11] Cc1ccc(S(=O)(=O)c2cn(C)c3cc(N4CCN(C)CC4)c(F)cc3c2=O)cc1
    21	1.0	-0.9	9
[12] COc1ccc(-c2csc(NC(=O)c3ccc([N+](=O)[O-])o3)n2)c(OC)c1
    18	0.5	-1.0	1
[13] O=C(CC1S/C(=N/N=C/c2ccco2)NC1=O)Nc1ccccc1 (stereo not drawn)
    -4	-0.1	3.2	8
[14] CC(C)Oc1ccc(C(=O)NC(C)(C)c2ccncc2)cc1
    14	0.0	0.5	-1
[15] COc1ccc(CN(CCCN(C)C)CCCN(C)C)c(OC)c1
    48	0.1	1.1	0
[16] Cc1ccc(C2=Nc3ccccc3N=C(c3ccc(C(C)(C)C)cc3)C2)c(O)c1
    8	0.1	2.0	39*
[17] CCN1CCCC1CNC(=O)CCCc1cn(CC)c2ccccc12 (stereo not drawn)
    3	-0.1	-0.4	9
[18] Cc1oc(C)c(S(=O)(=O)N2CCCC2)c1C(=O)Nc1cccnc1
    6	0.0	3.0	0
[19] Cc1c(Br)c([N+](=O)[O-])nn1CC(=O)Nc1sc2c(c1C(N)=O)CCCC2
    7	-0.1	0.7	6
[20] CC(=O)N1N=C(c2ccc([N+](=O)[O-])cc2)CC1c1ccccc1Cl (stereo not drawn)
    11	-0.2	0.3	-6
[21] COc1cccc2cc(-c3csc(N/N=C/c4ccccc4O)n3)c(=O)oc12
    11	0.7	1.1	-3
[22] Cc1ccccc1OCC(=O)Nc1ccc(OC(C)C)cc1
    -3	0.1	-0.7	3
[23] CCCCOC(=O)/C(=C\c1ccc([N+](=O)[O-])o1)NC(=O)c1ccccc1
    0	0.0	0.8	-3
[24] O=C(CCC(=O)N/N=C/c1cccc([N+](=O)[O-])c1)N/N=C/c1cccc([N+](=O)[O-])c1
    -5	0.1	-0.8	2
[25] O=C(NCCC(c1ccccc1)c1ccco1)c1cccs1 (stereo not drawn)
    -11	0.1	-0.3	-40
[26] O=C(NCCc1ccccc1)c1ccc(CN2CCOCC2)cc1
    10	0.2	-1.5	-24
[27] Cc1ccc(C(=O)Nc2ccc(S(=O)(=O)NCc3ccccc3)cc2)cc1
    -15	0.4	-1.0	32*
[28] C=CCN(C)NC(=S)Nc1ccccc1
    14	0.1	-1.3	1
[29] COC(=O)c1cc(Br)ccc1NC(=O)CCCOc1ccccc1
    12	0.0	-0.8	7
[30] COc1cc(/C=N\NC(=O)C2COc3cc4ccccc4cc3O2)cc(OC)c1O (stereo not drawn)
    -2	-0.2	-1.0	-1
[31] COc1ccc2c(c1)CC(C(=O)Nc1ccc(-c3cn[nH]c3)cc1OCCN(Cc1ccccc1)Cc1ccccc1)CO2 (stereo not drawn)
    17	0.0	-0.4	-7
[32] CC(=O)OC(COc1cccc2ccccc12)Cn1cnc2ccccc21 (stereo not drawn)
    -5	-0.1	-0.7	10
[33] O=C(Nc1ccc(-c2nc3ncccc3o2)cc1)c1ccc(-c2ccccc2)cc1
    -8	0.0	1.6	-13
[34] CCC(C)(C(=O)NC1CCCCC1)N(C(=O)CNC(C)=O)c1ccc(C)cc1 (stereo not drawn)
    -2	0.1	1.3	-3
[35] Cn1c(=O)c2[nH]c(-[n+]3ccc(C(=O)NCc4ccccc4)cc3)nc2n(C)c1=O
    2	0.2	0.6	1
[36] Cc1ccc(CSCC2Nc3ccc(C(=O)NCCC4=CCCCC4)cc3NC2=O)cc1 (stereo not drawn)
    11	0.1	0.6	-2
[37] Cc1cccc(-n2nnnc2SCC(=O)Nc2sc3c(c2C#N)CCCC3)c1
    7	-0.1	-3.0	7
[38] CN1CCCc2cc(C(CNC(=O)NCc3cccs3)N3CCCC3)ccc21 (stereo not drawn)
    -3	-0.2	-0.6	11
[39] Cc1cc(S(=O)(=O)Nc2cccc(O)c2)c(C)s1
    18	0.1	0.5	5
[40] COC(=O)CCC(=O)N1CCOc2ccc(C(O)C(C)C)cc2C1 (stereo not drawn)
    -5	-0.1	0.0	-10

One compound at a time, as listed above. Order of values: MITF inh | FBW7 act | GPR151 ag | TEAD-YAP inh
Cc1ccccc1OCC(=O)Nc1ccc(OC(C)C)cc1 as listed: -3 | 0.1 | -0.7 | 3
COC(=O)CCC(=O)N1CCOc2ccc(C(O)C(C)C)cc2C1 (stereo not drawn) as listed: -5 | -0.1 | 0.0 | -10
O=C(NCCc1ccccc1)c1ccc(CN2CCOCC2)cc1 as listed: 10 | 0.2 | -1.5 | -24
CCCCNC(=O)C(C(=O)c1ccccc1)n1ccccc1=O (stereo not drawn) as listed: -2 | 0.0 | 0.3 | -1
COc1cccc2cc(-c3csc(N/N=C/c4ccccc4O)n3)c(=O)oc12 as listed: 11 | 0.7 | 1.1 | -3

Further results.
Order of results – MITF inh	FBW7 act	GPR151 ag	TEAD-YAP inh
[41] Cc1ccc(Nc2c([N+](=O)[O-])cc([N+](=O)[O-])c3cccnc23)cc1
    -1	-0.2	-0.1	-10
[42] Cc1ccc(CCNC(=O)CNC(=S)N(CCCN2CCOCC2)Cc2cccs2)cc1
    5	-0.1	0.7	6
[43] c1nc(N2CCCCC2)c2c3c(sc2n1)CCCC3
    0	0.0	0.7	-7
[44] CC1CCc2c(sc3nc(C(C)C)nc(N4CCN(C(=O)CCCl)CC4)c23)C1 (stereo not drawn)
    0	-0.2	0.6	7
[45] COC(=O)c1cc(S(=O)(=O)N2CCN(c3ccccc3OC)CC2)cn1C
    3	0.1	-0.5	5
[46] CCC(c1ccc(F)cc1)n1cc(C(=O)NCCN2CCCCC2)nn1 (stereo not drawn)
    -5	-0.2	-0.3	-8
[47] Fc1ccc2c(c1)C(C1CC1)=NNC(c1ccccc1)=N2
    -3	0.0	1.2	-9
[48] CC1=C(C(=O)OC2CCCC2)C(c2cccc(Cl)c2Cl)C2=C(CC(C)(C)CC2=O)N1 (stereo not drawn)
    6	0.1	0.5	-2
[49] CCCCOC(=O)C1=C(C)Nc2nnnn2C1c1cc(Br)ccc1F (stereo not drawn)
    10	-0.1	0.3	-2
[50] COc1cc2nc(CN3CCCc4ccccc43)[nH]c(=O)c2cc1OC
    -9	-0.1	0.8	7
[51] CCOCCCn1c(=S)[nH]c2cc(C(=O)NCc3ccc(OC)cc3)ccc2c1=O
    6	0.1	0.7	3
[52] CC(C)CN1CCC2(CC1)CC2C(=O)N1CCN(C/C=C/c2ccccc2)CC1 (stereo not drawn)
    14	0.2	-0.9	2
[53] CCc1ccc(CN2CCN(Cc3ccc4ccccc4c3)CC2)cc1
    64*	-0.2	-0.6	-2
[54] O=C1CN(S(=O)(=O)c2ccc(Cl)s2)CC(=O)N1CCc1ccccc1
    18	0.3	-1.5	5
[55] Cc1cc2nc(SCCO)nc(C)c2cc1C
    -2	-0.2	-0.9	-25
[56] COc1cc(NC(=O)/C=C/c2ccc(OC)c(OC)c2)c(OC)cc1Cl
    19	-0.1	-0.2	-2
[57] CCSc1nnc(NC(=O)c2c(-c3ccccc3Cl)noc2C)s1
    114*	0.4	-0.9	6
[58] Cc1ccc(C(=O)N2CCCC2)cc1S(=O)(=O)Nc1cccc(C)c1C
    0	0.1	-1.8	-7
[59] CC(C)COC(=O)c1ccc(NC2=NS(=O)(=O)c3ccccc32)cc1
    4	-0.1	-0.4	-9
[60] Cc1nn(C)c(C)c1S(=O)(=O)NC1CCCCNC1=O (stereo not drawn)
    0	0.0	0.6	-4

61) COc1cccc(NC(=O)Cn2cnc3c(nnn3Cc3ccccc3F)c2=O)c1
62) CC(O)(/C=C1/Oc2ccc([N+](=O)[O-])cc2C1N1CCOCC1)C1CC2C=CC1C2 (stereo not drawn)
63) CCOC(=O)C1=C(O)/C(=C/c2cccnc2)SC1=Nc1ccc([N+](=O)[O-])cc1
64) O=C(OCCN1CCOCC1)c1ccc(Cl)cc1Cl
65) CC(/C=C/c1ccc2c(c1)OCO2)=C\C(=O)O
66) Cc1cnc(-c2ccc(C(=O)NC3CC3)cc2)nc1Nc1ccccc1
67) CC1CCC(C(C)C)C(OC(=O)C(C(C)C)N2C(=O)C3C4c5ccccc5C(c5ccccc54)C3C2=O)C1 (stereo not drawn)
68) O=C1C2CCCN2C(c2ccc([N+](=O)[O-])cc2)N1c1ccc(Cl)c(Cl)c1 (stereo not drawn)

compound no.,61,62,63,64,65,66,67,68
MITF inh,7,7,-2,-9,8,-9,4,-1
FBW7 act,-0.1,0.0,-0.2,-0.3,0.0,0.0,0.0,-0.4
GPR151 ag,0.8,-0.6,-1.1,-1.5,-4.0,1.3,1.1,0.3
TEAD-YAP inh,8,-3,10,-6,-4,5,1,-9

69) CC(=O)N1CCN(S(=O)(=O)c2ccc(C)cc2)C1c1ccccc1 (stereo not drawn)
70) O=C(NC1CCCCC1)n1c(=O)oc2cc(Br)ccc21
71) Cc1ccc(N2CC(NC(=O)NCc3cccs3)CC2=O)cc1C (stereo not drawn)
72) COc1ccccc1OCc1nc(-c2ccc(Br)cc2)no1
73) O=C(CSc1nc(-c2ccc(Br)cc2)cn1-c1ccccc1F)c1cccs1
74) O=C(O)c1cc(-c2ccccc2)nc2c(Cl)ccc(Cl)c12
75) CCOc1ccccc1NC(=O)C1=C(C)NC(=O)NC1c1ccc(OC)cc1 (stereo not drawn)
76) COC(=O)C1C(=O)CC(=O)CC1c1ccc(OC)cc1 (stereo not drawn)

compound no.,69,70,71,72,73,74,75,76
MITF inh,2,44,20,4,9,-4,1,0
FBW7 act,0.3,-0.1,0.4,0.5,0.0,-0.4,0.0,0.0
GPR151 ag,-1.3,0.9,0.6,-2.2,1.6,-1.4,1.0,-0.3
TEAD-YAP inh,3,-6,0,-22,3,2,5,-1

77) COc1ccc(CCNc2nc(Nc3ccncn3)nc3c2ncn3CCN2CCCC2=O)cc1
78) O=C(NCCc1ccccc1)c1ccc(NC2=NC3CS(=O)(=O)CC3S2)cc1 (stereo not drawn)
79) COc1cccc(-n2c(O)c(C=Nc3ccc(C(=O)O)cc3)c(=O)[nH]c2=S)c1
80) COc1ccc2c(c1)-c1c(ssc1=S)C(C)(C)N2C(=O)CSc1n[nH]c(-c2ccc(C)cc2)n1
81) CCOc1cc(/C=C(/C#N)C(N)=S)ccc1O
82) COc1cccc(/C=N/Nc2ccc(Cl)c(C(=O)O)c2)c1
83) Cc1ccc(NC(=O)CNCCCN2CCOCC2)cc1Br
84) CCC[C@@H]1NC(=O)[C@H]2CN(Cc3cnn(-c4ccccc4OC)c3)CCN2C1=O

compound no.,77,78,79,80,81,82,83,84
MITF inh,14,2,0,22,10,9,24,51*
FBW7 act,-0.3,0.1,-0.3,-0.1,0.0,0.2,0.6,0.6
GPR151 ag,0.5,-0.5,1.3,1.1,-0.4,-2.7,0.3,1.1
TEAD-YAP inh,5,-1,14,4,12,-63,-8,-2

85) COCCN(CCOC)c1ncnc2c1c(-c1ccccc1)cn2-c1cccc(C(F)(F)F)c1
86) Cc1ccccc1CN1CCC2(CC1)CC2C(=O)N(C)Cc1cscn1 (stereo not drawn)
87) Cc1cc(C)c(NC(=O)CS(=O)(=O)CC(=O)O)c(C)c1
88) CCCOc1cccc(C(=O)Nc2ccc(C(=O)Nc3ccc(-c4nc5ccccc5o4)cc3)cc2)c1
89) NC(=O)COC(=O)C1CCN(C(=O)c2ccc(Cl)cc2)CC1
90) CNC(=O)c1ccccc1Nc1cc(Nc2ccc3c(c2)CC(=O)N3)ncc1C(F)(F)F

compound no.,85,86,87,88,89,90
MITF inh,5,12,9,6,5,16
FBW7 act,0.1,0.1,-0.1,-0.1,-0.1,0.0
GPR151 ag,-0.4,-1.7,1.7,-1.5,0.4,-0.1
TEAD-YAP inh,-1,2,-3,4,-10,51*

High-throughput results: PubChem, The Scripps Research Institute Molecular Screening Center
